CBFb RUNX1 block: qHTS Assay for Compounds Blocking the Interaction Between CBF-beta and RUNX1 for the Treatment of Acute Myeloid Leukemia; Runt-related transcription factor 1 (Homo sapiens) + Core-binding factor subunit beta …; AlphaScreen CBFb-His/RUNX1-biotin binding, biochemical; Potency, µM (highest dose often 59.8 µM), without a hit: at the top dose activity, negative = inhibition, usual class: inhibitors; 230,000 tested, under 10 active; AID 1477, 2009; further: % of control where 0% means no effect
Target sequence (Q01196 whole entry, looked up): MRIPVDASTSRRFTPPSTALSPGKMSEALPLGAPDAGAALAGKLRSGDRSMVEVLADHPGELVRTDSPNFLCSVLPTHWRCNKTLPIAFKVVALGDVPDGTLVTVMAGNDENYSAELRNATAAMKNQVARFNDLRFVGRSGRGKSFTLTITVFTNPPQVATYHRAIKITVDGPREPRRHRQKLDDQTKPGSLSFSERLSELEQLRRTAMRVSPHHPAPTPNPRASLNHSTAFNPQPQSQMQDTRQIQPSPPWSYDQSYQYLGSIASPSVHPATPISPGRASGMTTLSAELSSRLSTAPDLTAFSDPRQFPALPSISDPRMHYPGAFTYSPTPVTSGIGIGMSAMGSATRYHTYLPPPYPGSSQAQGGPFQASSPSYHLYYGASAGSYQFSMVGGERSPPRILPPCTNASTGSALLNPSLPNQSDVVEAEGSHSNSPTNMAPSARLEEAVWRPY
Target sequence (Q13951 whole entry, looked up): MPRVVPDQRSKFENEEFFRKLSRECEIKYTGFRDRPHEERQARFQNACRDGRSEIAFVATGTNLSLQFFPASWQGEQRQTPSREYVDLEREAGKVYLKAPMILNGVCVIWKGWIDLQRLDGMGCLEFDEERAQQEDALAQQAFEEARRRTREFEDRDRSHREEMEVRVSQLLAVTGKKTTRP
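CBF-beta (His) and RUNX1 (biotin), 30 nM each; 20 min preassociation; + compound, 15 min; + beads 50 ng each (Ni, streptavidin), 90 min; RT; AlphaScreen read.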
KinaseGlo FLuc: Counterscreen for Luciferase (Kinase-Glo TM) Inhibition | AID 1379, 2008 | Potency, µM (highest dose often 38.3 µM), for inactives: at the highest dose activity change, negative = inhibition, hits mostly inhibitors | Kinase-Glo luciferase, ATP luminescence, 8 min | Luciferin 4-monooxygenase (Photuris pensylvanica), Q27757 | hit rate 0.28% among 200,000; further: potency means the concentration at half of the fitted maximal effect; on the % scale 0 is the no-effect control and ±100 the full control effect; nearly all actives have a fitted effect of over 60% in size
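Light output from Kinase-Glo luciferase with luciferin and 10 uM ATP in 50 mM imidazole pH 7.2, KCl, MgCl2, Tween 20, BSA; compound pin-delivered, 8-min ambient incubation, then luminescence read.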
Epigenetic derep: Quantitative High-Throughput Screen for Regulators of Epigenetic Control. murine LDR cells, GFP reporter derepression, 30 h. Potency, µM (doses to about 53.9 µM), for inactives: top-dose GFP activation, actives largely listed as activators. hit rate 0.2% among 280,000; further: potency means the concentration at half of the fitted maximal effect; % of control where 0% means no effect; nearly all actives have a fitted effect of over 60% in size
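In this reporter-derepression format, murine cells bearing a silenced integrated CMV-GFP locus incubate with test compound (30 h, 37 C), then are washed and imaged; fluorescent objects of 20–120 um count as induced cells.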
LMNA splice mod: qHTS Assay for Modulators of Lamin A Splicing. hit rate 0.01% among 200,000. HeLa LMNA splicing GFP/RFP minigene ratio, 48 h. Potency, µM (highest dose often 46.1 µM), without a hit: at the top dose ratio change, negative = inhibition, most hits filed as inhibitors; active means well fitted inhibition curve with a large enough effect in the signal ratio, with a control signal flat, not every such curve was filed as active; inconclusive means small, poorly fitted or top-dose-only effect, or effect the other way, or a change in a side signal; the % refers to the signal ratio; further: potency means the concentration at half of the fitted maximal effect; on the % scale 0 is the no-effect control and ±100 the full control effect
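S3 HeLa cells stably expressing lamin A-EGFP splicing minigene plus DsRed2, 600 cells/well, 48 h compound exposure at 37C. Laser-scanning cytometry; analysed as GFP (500-530 nm)/RFP (575-640 nm) total intensity ratio; 0.5% DMSO vehicle.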
NPSR antag: qHTS Assay for Antagonists of the Neuropeptide S Receptor: cAMP Signal Transduction | Q6W5P4 | CHO-NPSR cells, cAMP TR-FRET, antagonist mode | Potency, µM (top dose mostly 38.3 µM), without a hit: at the highest dose activity change, negative = inhibition, most hits filed as inhibitors | hit rate 1% among 220,000 | AID 1461, 2008; further: potency means the concentration at half of the fitted maximal effect; on the % scale 0 is the no-effect control and ±100 the full control effect; nearly all actives have a fitted effect of over 50% in size; many of its hits are not listed in these tables
IMPase Li cell: qHTS Assay for Identifying the Cell-Membrane Permeable IMPase Inhibitors: Potentiation with Lithium. CHO-M1 cells, IP1 TR-FRET (IP-One), carbachol + lithium. Potency, µM (series often up to 59.4 µM), inactives show at the highest dose activity, negative = IMPase inhibition, hits mostly inhibitors. hit rate 0.35% among 210,000;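 further: IP1 builds up when IMPase is blocked and the TR-FRET signal falls; potency means the concentration at half of the fitted maximal effect; plate controls were basal vehicle for no effect and high inhibitor control for full effect; nearly all actives have a fitted effect of over 50% in size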
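IP1 accumulation measured by competitive TR-FRET in lysed CHO-M1 cells after 30 min compound exposure at 37C, with a small lithium addition to potentiate weak responses. Hill-equation AC50 from ratio and donor-channel data.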
aGal spleen mod: qHTS Assay for Inhibitors and Activators of Human alpha-Galactosidase From Spleen Homogenate; Alpha-galactosidase A (Homo sapiens), P06280; human spleen homogenate, 4MU-alpha-Gal fluorescence, 40 min; Potency, µM (highest dose often 80 µM), for inactives: top-dose activity change, negative = inhibition, most hits filed as inhibitors; hit rate 0.008% among 240,000; AID 2107, 2009;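 further: potency means the concentration at half of the fitted maximal effect; 0% = enzyme with vehicle and -100% = no enzyme basal signal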
Target sequence (P06280 32-429 limits assumed): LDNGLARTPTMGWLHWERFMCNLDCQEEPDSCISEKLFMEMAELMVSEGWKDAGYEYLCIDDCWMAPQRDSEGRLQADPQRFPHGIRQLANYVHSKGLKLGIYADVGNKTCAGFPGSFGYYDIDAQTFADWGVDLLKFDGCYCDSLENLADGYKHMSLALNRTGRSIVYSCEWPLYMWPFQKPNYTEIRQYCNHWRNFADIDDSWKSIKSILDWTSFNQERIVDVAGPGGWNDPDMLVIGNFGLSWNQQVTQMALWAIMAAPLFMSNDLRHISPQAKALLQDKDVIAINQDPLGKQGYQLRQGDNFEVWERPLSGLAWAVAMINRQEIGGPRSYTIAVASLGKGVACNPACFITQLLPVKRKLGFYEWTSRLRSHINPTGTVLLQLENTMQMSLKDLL
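Spleen homogenate 1 ug + cpd (titration) + 4-MU-alpha-D-galactopyranoside 1 mM; 37C 40 min; 50 mM citrate/phosphate pH 5.0, 0.01% Tween-20; stop pH 10; fluorescence 365/440; AC50 via Hill.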
* hit, by the source's call; u = inconclusive; x = not tested or not shown; & = joins results of further samples; [ ] = dose if it differs, or a comment. Unless noted, the call rests on the fitted dose curve; in most records, active means well fitted curve in the direction sought with a large enough effect; inconclusive means small, poorly fitted or top-dose-only effect, or another doubt; inactive means no such curve, though single readings can be large; an effect the other way counts as inactive or inconclusive. Some of the compounds tested, so the mix of outcomes need not match the whole.

SMILES	CBFb RUNX1 block	KinaseGlo FLuc	Epigenetic derep	LMNA splice mod	NPSR antag	IMPase Li cell	aGal spleen mod
CS(=O)(=O)N(CC(=O)N1CCN(c2ccc(F)cc2)CC1)C1CCCCC1	3.6%	-7.5%	-2.3%	2.4%	-7.4%[46.1 µM]	5.9%[38.3 µM]	17.1%
OC(CNCC1(N2CCCCC2)CCCCC1)COc1ccc(Cl)cc1Cl (stereo not given)	10.5%	4.7%	-0.5%	-15.3%[46 µM]	-12.2%	18.2%	0.4%
O=C(NNc1c2ccccc2nc2ccccc12)c1ccc(O)cc1O	x	-10.8%	-1.0%	-25.0%	-9.5%[46.1 µM]	31.0%[activator][38.3 µM]	-4.7%
CCN1CCN(c2cc(C(C)C)nc3c(-c4ccccc4)c(C)nn23)CC1	21.2%	x	1.1%	x	-47.8%	x	-2.8%
FC(F)(F)c1cc(C(F)(F)F)c2ccc(N3CCN(c4ccccc4)CC3)nc2n1	7.9%	6.4%	-1.0%	1.6%	-6.3%[46.1 µM]	-2.9%[38.3 µM]	2.3%
CC(=O)Nc1cccc(N2C(=O)CCC2=O)c1	3.2%	7.9%	-0.9%	6.7%	-6.0%[46.1 µM]	9.5%[38.3 µM]	2.5%
C=CCn1c(SCC(=O)OC)nc2sc3c(c2c1=O)CCN(C)C3	3.8%	-4.0%	-3.2%	-7.0%	-3.9%[46.1 µM]	46.0%[activator][38.3 µM]	5.9%
COc1ccc(CN(C(=O)c2ccco2)c2ccc(C)c(C)c2)cc1	5.8%	-5.7%	4.8%	u	30.1%	17.0%	0.6%
COc1cc(/C=N\NC(=O)C2CC3C=CC2C3)ccc1O (stereo not given)	-2.9%	-1.1%	-1.9%	-2.3%	11.4%	1.2%	3.5%
CC(=O)OCc1nc2ccccc2s1	-1.2%	-2.9%	1.0%	-2.7%	-1.8%[46.1 µM]	7.3%[38.3 µM]	2.0%
OCC(O)C1OC(Nc2ccc(Cl)cc2)C(O)C1O (stereo not given)	0.8%	x	0.0%	x	8.2%	x	1.0%
Cc1cccc(NC(=O)CSc2ncnc3c2oc2ccccc23)c1	1.4%	1.7%	0.0%	0.5%	u	2.8%[38.3 µM]	-1.0%
Cc1nc(S/C(=C/c2ccc(-c3cc(Cl)ccc3C)o2)C(=O)O)n[nH]1	-7.8%	x	-2.7%	x	13.6%[7.67 µM]	x	u
COc1cccc(C(=O)CC(=O)C(=O)Nc2cc(Cl)c(OC)cc2OC)c1	-9.7%	-0.1%	1.3%	x	-0.5%	-7.3%	3.7%
O=C(Nc1ccccc1)c1nsnc1C(=O)Nc1ccccc1	1.4%	-1.7%	-0.4%	x	-20.4%	-1.1%	-11.0%
CC(C)CNS(=O)(=O)c1ccc(C(=O)Nc2ccc3c(c2)OCCO3)cc1	0.0%	x	-1.0%	u	1.1%[46.1 µM]	x	-14.4%
CC(=O)c1ccc(NC(=O)C2CCN(S(=O)(=O)c3cccs3)CC2)cc1	8.6%	x	-0.3%	x	18.8%	x	-1.8%
COc1ccc(-n2c(=S)[nH]c3cc(C(=O)NC4CCCCC4)ccc3c2=O)c(OC)c1	19.6%	-2.3%	-1.1%	x	-31.4%	14.4%	-0.8%
CCn1c(SCC(=O)Nc2ccc(NC(=O)c3cccs3)cc2)nnc1-c1cccnc1	5.2%	4.9%	0.9%	5.3%	-5.8%[46.1 µM]	10.9%[38.3 µM]	1.0%
CS(=O)(=O)N(CCc1ccccc1)CC(=O)N1CCCC1	7.1%	x	1.1%	x	11.4%	x	-4.1%
Cc1nc2ccc(NC3=NCCCCC3)cc2s1	5.5%	2.1%	-1.1%	0.8%	-19.9%[46.1 µM]	4.3%[38.3 µM]	-2.7%
Cn1c(=O)[nH]c(=O)c2c1nc(N1CCC(Cc3ccccc3)CC1)n2Cc1ccccc1	-3.4%	1.7%	-1.9%	13.1%	u	15.0%[38.3 µM]	1.9%
O=C(COC(=O)c1cccc(Br)c1)NCCC1=CCCCC1	10.7%	-1.0%	-0.3%	u	1.4%	-4.4%	0.4%
Cc1ccc(N2CCN(S(=O)(=O)N3CCCCCC3)CC2)cc1Cl	3.8%	0.6%	1.3%	-0.8%	-17.3%[46.1 µM]	5.0%[38.3 µM]	4.1%
CSc1cccc(NS(=O)(=O)c2ccc3c(c2)oc(=O)n3C)c1	-0.9%	0.7%	-2.8%	u	-9.7%[46.1 µM]	-7.6%[38.3 µM]	-4.1%
O=C(Nc1ncccn1)C12CC3CC(CC(C3)C1)C2	21.7%	x	3.0%	x	13.5%	x	-7.6%
Cc1cc(C)n(CC(=O)N/N=C/c2cccs2)n1	-5.2%	-3.5%	1.9%	-7.9%	13.2%	-2.3%	-9.4%
CCOc1ccc(C(=O)CCC(=O)NC(CC(C)C)C(=O)OC)cc1 (stereo not given)	0.1%	-0.7%	0.1%	5.1%[46 µM]	-3.4%	-0.5%	2.7%
Cc1ccc(C)c(NC(=O)C(Sc2nc3ccc(C)cc3[nH]2)c2ccccc2)c1 (stereo not given)	-3.8%	-4.6%	2.1%	u	-33.1%	10.4%	4.0%
CCN(CC(=O)N1CCCCCC1)S(=O)(=O)c1ccc(Cl)cc1	6.5%	-3.1%	-0.7%	11.2%	-6.3%[46.1 µM]	0.8%[38.3 µM]	4.2%
COC(=O)c1ccc(CN2CCN(Cc3ccccc3)C(CCO)C2)cc1 (stereo not given)	3.6%	x	-0.2%	x	-6.0%	15.4%	1.3%
Cc1cccc(NC(=O)CSc2nc3ccccc3o2)c1	20.3%	-2.1%	0.0%	-9.3%	-5.0%[46.1 µM]	7.6%	8.4%
COC(=O)CNC(=O)/C=C/c1ccc(OC)cc1	5.7%	-1.1%	0.0%	6.2%	-1.4%[46.1 µM]	3.0%[38.3 µM]	-4.9%
COC(=O)c1ccccc1NC(=O)C(CCS(C)(=O)=O)NC(C)=O (stereo not given)	1.6%	-6.7%	-0.7%	10.7%	6.0%[46.1 µM]	2.1%[38.3 µM]	0.9%
Cc1ccc(NC(=O)Cn2cnc3c(=O)n(C)c(=O)n(C)c32)c(C)c1	3.8%	-3.0%	0.0%	12.7%	26.6%[46.1 µM]	17.6%[38.3 µM]	3.1%
CCOC(=O)c1ccc(Nc2nc(-c3cccnc3)nc3ccccc23)cc1	-3.2%	-3.5%	11.2%	-0.8%	u	1.6%[38.3 µM]	6.1%
CCOc1ccc(C(=O)N2CCCC(c3nc(-c4cccs4)no3)C2)cc1 (stereo not given)	12.3%	x	1.1%	x	6.2%	x	-1.5%
Cc1c(C)c2c(c(C)c1O)CC[C@@](C)(CCC[C@@H](C)CCC[C@@H](C)CCCC(C)C)O2	-12.8%	0.9%[39.9 µM]	-6.2%	u	x	0.9%&0.0%	-10.3%
Cc1ccc([N+](=O)[O-])cc1-c1ccc2cccc(C)c2n1	-1.4%	0.7%	-1.1%	5.3%	-15.3%[46.1 µM]	21.9%[38.3 µM]	3.5%
O=c1cc(-c2ccccc2)c2cc3c(cc2[nH]1)OCCO3	1.8%	-0.6%	-0.1%	u	-16.4%	5.0%	0.6%

Looked up by compound from the list above:
SMILES	CBFb RUNX1 block	KinaseGlo FLuc	Epigenetic derep	LMNA splice mod	NPSR antag	IMPase Li cell	aGal spleen mod
FC(F)(F)c1cc(C(F)(F)F)c2ccc(N3CCN(c4ccccc4)CC3)nc2n1	7.9%	6.4%	-1.0%	1.6%	-6.3%[46.1 µM]	-2.9%[38.3 µM]	2.3%
COC(=O)CNC(=O)/C=C/c1ccc(OC)cc1	5.7%	-1.1%	0.0%	6.2%	-1.4%[46.1 µM]	3.0%[38.3 µM]	-4.9%
Cc1ccc([N+](=O)[O-])cc1-c1ccc2cccc(C)c2n1	-1.4%	0.7%	-1.1%	5.3%	-15.3%[46.1 µM]	21.9%[38.3 µM]	3.5%

The results go on:
SMILES	CBFb RUNX1 block	KinaseGlo FLuc	Epigenetic derep	LMNA splice mod	NPSR antag	IMPase Li cell	aGal spleen mod
CC1(C)CC(=O)C([N+](=O)[O-])=C(NCCCC(=O)O)C1	5.1%	1.0%	-1.9%	2.1%	6.5%	-11.2%	4.6%
O=C(Cc1cccs1)N(c1ccc(F)cc1)C1(C(=O)NC2CCCCC2)CCCC1	6.3%	-1.6%	0.0%	0.7%	-17.4%	9.2%	-0.7%
O=S(=O)(Cc1ccc(Cl)cc1)N1CCN(Cc2ccccc2)CC1	18.4%	3.9%	0.9%	-0.8%	-8.2%[46.1 µM]	-1.0%	2.5%
CCn1cc(C(=O)O)c(=O)c2cc(F)c(N3CCN(C(=S)NC(=O)c4ccccc4F)CC3)cc21	2.6%	x	-1.6%	x	3.4%	x	-7.9%
CC1Oc2ccccc2N(CC(=O)N2CCCc3ccccc32)C1=O (stereo not given)	1.5%	-5.2%	-1.1%	-6.9%	-11.2%[46.1 µM]	-12.3%[38.3 µM]	1.2%
COC(=O)CCCC1=CC2=CC(=O)C(C)(OC(=O)c3cccs3)C(=O)C2=CN1Cc1ccccc1 (stereo not given)	0.8%[13.1 µM]	-4.0%[7.66 µM]	2.0%	3.4%[9.22 µM]	-20.2%	3.7%	10.6%[17.5 µM]
COc1ccc(N2C(=O)/C(=C\c3ccco3)N=C2SCC(=O)NC(C)C)cc1Cl	-14.3%	-1.1%	1.1%	u	-21.0%	4.4%	-5.0%
O=C(CSc1nc2ccccc2c(=O)n1C1CC1)NCc1ccccc1	0.0%	5.6%	-1.0%	3.5%	-17.2%[46.1 µM]	12.0%[38.3 µM]	2.7%
COC(=O)[C@H]1C[C@@H]1[C@H](NS(=O)(=O)c1ccc2ccccc2c1)c1ccccc1	-3.9%[2.36 µM]	0.8%&2.0%	4.6%&4.9%	-6.6%	-5.5%	4.7%&11.8%	-5.4%&2.3%
Cc1[nH]c2ccccc2c1CCO	3.4%	6.5%	3.5%	-7.1%	-7.2%[46.1 µM]	61.5%[activator][38.3 µM]	4.8%
CN(CCOc1ccccc1)CC(=O)Nc1cccc(Br)c1	-3.1%	2.8%	-0.4%	x	-6.8%	3.7%	8.1%
CC1CCCC(C)N1C(=O)Cn1cnc2cc([N+](=O)[O-])ccc2c1=O (stereo not given)	-3.3%	0.1%	0.9%	-2.7%[46 µM]	-15.8%	0.8%	7.0%
Cc1ccccc1NC(=O)CC1SC(=O)N(c2ccccc2)C1=O (stereo not given)	-7.4%	-6.5%	2.1%	1.4%	-5.9%[46.1 µM]	23.0%[38.3 µM]	-7.9%
